ZTA counter: blocks Epstein-Barr virus ZTA, an EBNA-1 counter-screen. P03206. ZTA-DNA binding, fluorescence polarization. inhibition, % at 11 µM. hit rate 0.15% among 320,000; in the data active = inhibition above about 33%
Target sequence (P03206 whole entry, looked up): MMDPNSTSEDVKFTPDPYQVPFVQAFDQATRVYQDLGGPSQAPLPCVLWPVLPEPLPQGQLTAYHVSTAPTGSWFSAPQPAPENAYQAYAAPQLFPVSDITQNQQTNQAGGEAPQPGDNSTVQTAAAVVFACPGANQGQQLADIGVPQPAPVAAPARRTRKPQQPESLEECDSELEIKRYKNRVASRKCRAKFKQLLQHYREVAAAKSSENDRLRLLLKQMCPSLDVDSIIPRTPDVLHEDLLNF
PAFAH1B3 FP inh: PAFAH1B3 enzyme inhibitors, primary screen, biochemical, fluorescence polarization, human; Platelet-activating factor acetylhydrolase IB subunit alpha1 (Homo sapiens), Q15102; recombinant PAFAH1B3, FP-rhodamine probe; inhibition, % at 3.39 µM; hit rate 0.28% among 340,000; AID 492972, 2010;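 active = inhibition above the screen-wide average of all tested compounds plus 3 SD, cut at about 25% in these data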;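 note: 0% = enzyme with DMSO only and 100% = wells lacking PAFAH1B3 protein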
LYPLA2 inh: LYPLA2 inhibitors, primary screen, counter-screen for PME1 inhibitor project, biochemical, fluorescence polarization, FP-Rh probe ABPP | recombinant LYPLA2 | inhibition, % at 5.9 µM | hit rate 0.38% among 320,000 | AID 2177, 2009;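 active = inhibition above the screen-wide mean plus 3 SD, limit set per campaign, cut at about 26% in these data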;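 note: 0% = LYPLA2 with DMSO and 100% = wells lacking LYPLA2 enzyme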
EBNA-1 inhibitor: EBNA-1 DNA-binding inhibitors, primary screen, biochemical, fluorescence polarization | inhibition, % at 14.8 µM | hit rate 0.34% among 300,000; in the data active = inhibition above about 28%
PREPL inhibitor: PREPL enzyme inhibitors, primary screen, biochemical, fluorescence polarization; AID 2751, 2010; recombinant PREPL, fluorescence polarization activity-based probe; hit rate 0.68% among 320,000; inhibition, % at 5.96 µM; Prolyl endopeptidase-like (Homo sapiens), Q4J6C6; in the data active = inhibition above about 43%;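 note: 0% = enzyme with DMSO and 100% = wells lacking enzyme; many of its hits are not listed in these tables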
LYPLA1 counter: LYPLA1 inhibitors, primary screen, counter-screen for PME1 inhibitor project, biochemical, fluorescence polarization, FP-Rh probe ABPP; Acyl-protein thioesterase 1 (Homo sapiens), O75608; recombinant LYPLA1; inhibition, % at 5.9 µM; hit rate 0.16% among 320,000;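 active = inhibition above the mean of all tested compounds plus 3 SD, set per campaign, cut at about 14% in these data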;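 note: inhibitors block serine hydrolase probe labeling of LYPLA1 so polarization falls; 0% = enzyme with DMSO and 100% = wells lacking LYPLA1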
GSTO1 counter: inhibitors of recombinant GSTO1, primary screen, counter-screen for RBBP9 inhibitor project, biochemical, fluorescence polarization. activity-based probe fluorescence polarization. hit rate 1.1% among 300,000. inhibition, % at 5.96 µM. Glutathione S-transferase omega-1 (Homo sapiens), P78417;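 active = inhibition above the campaign mean inhibition plus 3 SD, cut at about 35% in these data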;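 note: 0% = GSTO1-1 with DMSO and 100% = wells lacking GSTO1-1 enzyme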
PAD4 FP inh: human PAD4 inhibitors, primary screen, biochemical, fluorescence polarization, 1536-well format; recombinant PAD4, RCA probe fluorescence polarization; inhibition, % at 6.36 µM; hit rate 0.41% among 330,000;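 active = percent inhibition above a cutoff equal to the mean of all tested compounds plus 3 SD, cut at about 15% in these data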;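 note: 0% = PAD4 with RCA probe and DMSO and 100% = probe without PAD4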
Target sequence (Q9UM07 whole entry, looked up): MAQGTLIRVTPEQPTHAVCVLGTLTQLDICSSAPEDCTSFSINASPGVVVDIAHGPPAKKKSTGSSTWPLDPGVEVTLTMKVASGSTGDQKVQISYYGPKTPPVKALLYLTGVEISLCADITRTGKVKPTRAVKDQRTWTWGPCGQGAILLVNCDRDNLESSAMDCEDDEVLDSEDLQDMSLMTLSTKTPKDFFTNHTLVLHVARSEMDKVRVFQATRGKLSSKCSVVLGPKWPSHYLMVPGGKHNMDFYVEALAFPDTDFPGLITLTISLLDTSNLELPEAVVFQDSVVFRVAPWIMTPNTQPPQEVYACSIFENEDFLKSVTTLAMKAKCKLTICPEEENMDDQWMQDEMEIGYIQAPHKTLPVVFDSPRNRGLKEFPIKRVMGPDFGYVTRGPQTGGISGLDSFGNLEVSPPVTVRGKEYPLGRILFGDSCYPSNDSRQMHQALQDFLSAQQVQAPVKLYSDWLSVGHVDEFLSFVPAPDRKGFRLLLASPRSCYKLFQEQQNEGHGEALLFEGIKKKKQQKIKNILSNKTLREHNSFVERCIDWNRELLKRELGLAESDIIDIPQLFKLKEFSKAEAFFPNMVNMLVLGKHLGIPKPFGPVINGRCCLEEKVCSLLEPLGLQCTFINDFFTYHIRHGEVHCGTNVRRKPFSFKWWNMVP
PAFAH2 FP inh: PAFAH2 enzyme inhibitors, primary screen, biochemical, fluorescence polarization, human | Platelet-activating factor acetylhydrolase 2, cytoplasmic (Homo sapiens), Q99487 | recombinant PAFAH2, FP-rhodamine activity probe | inhibition, % at 3.39 µM | hit rate 0.99% among 340,000 | AID 492956, 2010;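 active = inhibition above the mean over all tested compounds plus 3 SD, cut at about 30% in these data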;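 note: inhibitors block probe labeling of enzyme so polarization drops; 0% = enzyme with DMSO and 100% = wells lacking PAFAH2 protein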
The depositor's hits bear a star; / = not tested or not shown; & = joins results of further samples. An excerpt. The share of hits here may be higher or lower than overall.

SMILES	ZTA counter	PAFAH1B3 FP inh	LYPLA2 inh	EBNA-1 inhibitor	PREPL inhibitor	LYPLA1 counter	GSTO1 counter	PAD4 FP inh	PAFAH2 FP inh
Cc1nc2ccccc2n1CC(O)COc1ccccc1Cl (stereo not drawn)	15	-1	-5	7	-3	1	-2	-1	-2
O=C(c1ccccc1)N1CCCN(c2nccc(C(F)(F)F)n2)CC1	0	9	-3	1	-1	-3	-1	1	-1
O=C(Nc1cc(S(=O)(=O)N2CCCCC2)ccc1Cl)c1ccncc1	-2	3	2	/	2	0	/	0	7
CCN(C[C@H]1N[C@@](CC)(C(=O)OC)[C@H]2C(=O)N(C)C(=O)[C@@H]12)C(=O)C1CCCCC1	/	3	/	/	11	/	/	0	14
COC(=O)C(CC(C)C)NC(=O)c1ccc(F)cc1 (stereo not drawn)	-9	-1	8	-1	5	-1	-3	1	-4
COc1ccc(OCc2nc3c4c(ncn3n2)-c2ccccc2CC42CCCC2)cc1	5	1	3	-2	-1	6	0	1	-3
CCC1CCc2c(sc(NC(=O)c3cccnc3)c2C(N)=O)C1 (stereo not drawn)	12	-4	9	4	11	4	7	0	-7
O=C(COc1ccc(Br)cc1)N(Cc1ccco1)C1CCS(=O)(=O)C1 (stereo not drawn)	14	5	8	-2	33	3	-1	-4	-5
CN1C(=O)OC2(C)CCc3ccccc3C12C (stereo not drawn)	12	0	-1	-5	-13	-3	-1	3	3
CCn1cc(NC(=O)Nc2ccccc2C(=O)OC)c(C(N)=O)n1	-18	-2	-6	7	3	-1	6	-7	-2
CC(C)C(NC(=O)CSCc1ccc([N+](=O)[O-])cc1)C(C)C	-8	-9	6	6	5	-3	6	-4	-3
Cc1nnc(Cn2cnc3c2c(=O)n(C)c(=O)n3C)o1	-7	2	-1	5	6	1	-2	0	9
CCOC(=O)c1c(NC(=O)c2ccccc2C(=O)O)sc2c1CCCC2	2	15	6	5	6	0	-4	-2	7
O=C(NCC1CCCO1)C1c2ccccc2Oc2ccccc21 (stereo not drawn)	11	5	0	-6	-5	0	-4	-1	1
COCCn1ccc(O)c(Cc2ccc(Cl)cc2)c1=O	6	2	-2	-18	-3	1	-15	-3	-1
Cc1ccc2c(c1)c1c(c(=O)n(-c3ccccc3)c(=O)n1CC(=O)NCC1CCCO1)n2C (stereo not drawn)	2	5	-4	-4	-2	-3	-5	1	2
CC1=NN(c2ccc(C(=O)O)cc2)C(=O)/C1=C/c1ccc(-c2ccccc2F)o1	-8	15	1	-1	2	-1	0	-4	10
Cc1ccc(S(=O)(=O)/C(C#N)=C/c2c(N3CCN(Cc4ccccc4)CC3)nc3ccccn3c2=O)cc1	-4	-6	-26	-2	-15	-7	-7	4	-18
Oc1ccc2ccccc2c1Br	4	2	-7	0	-9	-3	2	2	-5
Cc1ccc(-c2nc(N)n(C(=O)Cc3ccccc3)n2)cc1	-9	-1	-6	-7	9	-1	-7	-9	9
CCN1C(=O)c2ccccc2S(=O)c2ccc(C(=O)NCc3ccc(OC)cc3)cc21 (stereo not drawn)	2	7	0	-15	3	0	4	-3	7
CC1(C)Cc2c(c(-c3ccco3)nc3n[nH]c(N)c23)CO1	15	2	21	10	7	4	5	1	11
O=C(C1CCCN(Cc2ccccc2)C1)N1CCCCC1 (stereo not drawn)	2	1	4	-12	0	-1	1	3	-4
CC(C)c1ccc(NC(=S)Nc2ccc(OC(F)(F)F)cc2)cc1	16	1	4	-8	10	-2	-8	2	1
COc1cccc(OC)c1NC(=O)NC(=O)c1c(OC)c(Br)cc([N+](=O)[O-])c1OC	-3	/	-1	1	14	-1	22	-1	/
COc1ccc(Br)c(C(=O)NCCC(C)C)c1	5	-4	-1	4	0	-4	-1	-2	-4
O=C(O)c1ccc(NC(=O)c2cccc(C(=O)Nc3ccc(C(=O)O)cc3)c2)cc1	1	6	-6	-8	-4	3	-3	-1	9
Cn1c(C(=O)NCc2ccccn2)cc2c(=O)n3ccccc3nc21	-14	6	1	3	-2	-1	1	4	2
COc1ccccc1CNC(=O)C1CCC(CNS(=O)(=O)c2cccc3cccnc23)CC1 (stereo not drawn)	-23	3	6	-16	-10	-1	8	-12	5
CC1CN(CCn2cnc3c(N)ncnc32)CC(C)O1 (stereo not drawn)	5	9	-2	-2	-1	-1	9	3	1
Cc1noc(C)c1COc1ccccc1C(=O)NCc1ccco1	-3	-1	1	/	4	-1	/	2	-4
COc1ccc(-n2cnc3c(cnn3CCC#N)c2=N)cc1	7	6	7	-1	-9	4	7	1	-5
O=C(CN1CCN(c2ccccc2O)CC1)NC(=O)NCc1ccccc1	8	6	-3	/	8	-2	/	7	1
Cc1ccc(OCC(=O)N2CCN(C(=O)Cc3ccccc3)CC2)cc1	-5	5	4	2	-4	7	8	0	3
CCC1CCCCN1CCCn1c(=S)[nH]c2ccccc2c1=O (stereo not drawn)	2	1	0	9	12	1	2	2	8
COc1cc(C(=O)NC(=S)Nc2nc(-c3ccc(F)cc3)cs2)cc(OC)c1OC	-1	-3	4	-1	2	-2	0	2	3
COC(=O)Nc1ccc(SCC(=O)c2cccc([N+](=O)[O-])c2)cc1	-15	9	6	-6	1	2	11	26*	-1
Cc1cc(C)c(C)c(OCC(=O)NCCN(C)C)c1	4	3	14	10	-9	-3	1	4	5
Cc1ccc(-c2cn(-c3ccccc3)c3[n+]2CCCS3)cc1	0&14	-1&10	-5&6	0&-5	2&12	-4&5	7&6	-1&0	-3&-1
CCCN(C(=O)c1cccc(S(=O)(=O)N2CCN(C)CC2)c1)c1c(N)n(Cc2ccccc2)c(=O)[nH]c1=O	9	-2	2	-6	-4	-1	-5	8	3
Cc1cccc(C(=O)N[C@H](C(=O)Nc2nccs2)C(C)C)c1	6	7	10	1	8	0	-1	3	2
CC(=O)Nc1ccc2c(c1)nc1n2CCN(C(C)c2ccccc2)C1 (stereo not drawn)	-7	4	1	7	12	0	-3	4	3
COC(=O)C(NC(=O)c1ccccc1)(Nc1nc(C)cs1)C(F)(F)F (stereo not drawn)	-1	9	0	-12	-6	1	-1	-5	6
Cc1ccc(-n2ncc3c2CC(C)(C)CC3NC(=O)Cc2c(C)noc2C)cc1 (stereo not drawn)	-6	1	-1	0	-9	-1	1	1	-3
CC(C)C(NS(=O)(=O)/C=C/c1ccccc1)C(=O)NCc1ccc(F)cc1 (stereo not drawn)	8	4	-1	7	-9	-2	-1	9	8

Some of the entries so far, with each value named.
Compound: CC(=O)Nc1ccc2c(c1)nc1n2CCN(C(C)c2ccccc2)C1 (stereo not drawn)
  ZTA counter = -7 | PAFAH1B3 FP inh = 4 | LYPLA2 inh = 1 | EBNA-1 inhibitor = 7 | PREPL inhibitor = 12 | LYPLA1 counter = 0 | GSTO1 counter = -3 | PAD4 FP inh = 4 | PAFAH2 FP inh = 3
Compound: COC(=O)C(NC(=O)c1ccccc1)(Nc1nc(C)cs1)C(F)(F)F (stereo not drawn)
  ZTA counter = -1 | PAFAH1B3 FP inh = 9 | LYPLA2 inh = 0 | EBNA-1 inhibitor = -12 | PREPL inhibitor = -6 | LYPLA1 counter = 1 | GSTO1 counter = -1 | PAD4 FP inh = -5 | PAFAH2 FP inh = 6

Quoted from the listing:
Under LYPLA1 counter, CC1=NN(c2ccc(C(=O)O)cc2)C(=O)/C1=C/c1ccc(-c2ccccc2F)o1 is listed with -1
Under LYPLA2 inh, CN1C(=O)OC2(C)CCc3ccccc3C12C (stereo not drawn) is listed with -1

New compounds follow
SMILES	ZTA counter	PAFAH1B3 FP inh	LYPLA2 inh	EBNA-1 inhibitor	PREPL inhibitor	LYPLA1 counter	GSTO1 counter	PAD4 FP inh	PAFAH2 FP inh
O=C(CN1C(=O)NC2(CCc3ccccc32)C1=O)Nc1ccccc1C(F)(F)F (stereo not drawn)	4	11	1	/	13	-1	/	-3	6
[N-]=[N+]=NCCN1CCN(CCc2ccccc2)CCC1=O	-15	1	6	4	20	3	9	-8	6
Cc1cccc(NC(=O)c2ccccc2OCC(=O)c2ccc(F)cc2)c1	-13	3	1	3	20	1	-2	-5	-5
O=C(Cc1ccccc1)NCC(=O)Nc1cccc(Br)c1	17	-4	-2	9	6	-4	12	-2	1
Cc1ccccc1-n1c(Cc2cccs2)n[nH]c1=S	4	0	8	5	-7	-1	5	-2	0
Oc1ccccc1C=NC(c1ccccc1)C(O)c1ccccc1 (stereo not drawn)	18	1	-2	1	2	1	0	-3	-5
CCc1cccc(C)c1NC(=S)NCC1CCN(c2ccc(OC)cc2)C1 (stereo not drawn)	6	-3	3	-6	16	1	4	1	5
CCc1ccc(OCc2ccc(C(=O)NCc3ccccn3)o2)cc1	-5	3	16	9	10	5	12	1	10
CC1=CN2C(=N)/C(=C\c3cn(CCCOc4ccccc4)c4ccccc34)C(=O)N=C2S1	5	2	1	19	0	-3	-2	1	-22
O=C(N/N=C/c1cccnc1)c1cccc(S(=O)(=O)N2CCCC2)c1	-14	7	5	-2	2	6	-6	2	11
O=C(c1ccccc1)c1ccc(OCC(=O)N2CCOCC2)cc1	1	4	-10	-13	4	-2	-5	-3	0
COc1ccccc1C(=O)c1cc2ccc(O)cc2oc1=O	12	8	1	4	8	3	9	-3	3
CCOc1ccsc1C(=O)OC	-9	5	6	6	4	2	2	-2	-5
CC(CCc1ccccc1)NS(=O)(=O)c1ccccc1 (stereo not drawn)	10	8	2	4	-13	-1	7	1	4
CC(Nc1cccnc1)=C(C#N)C#N	5	13	4	-17	-3	0	-9	-2	4
CN(Cc1ccc(Cl)s1)C(=O)CCl	6	6	7	2	9	8	92*	3	-2
Cc1cc(=O)oc2cc(OCC(=O)Nc3nnc(C(C)C)s3)ccc12	-6	2	1	-7	-2	1	-6	1	10
CCOc1ccc(S(=O)(=O)NCCC(=O)N2CCN(Cc3ccccc3)CC2)cc1	-13	7	-2	-5	-2	-3	7	-6	-4
O=C(CCCn1c(SCc2cccc([N+](=O)[O-])c2)nc2ccccc2c1=O)NCC1CCCO1 (stereo not drawn)	4	2	4	2	29	0	8	-4	4
O=S(=O)(c1cccc(C(F)(F)F)c1)N(CCCN1CCOCC1)Cc1cccs1	6&-12	-7&8	8&-3	-3&3	-29&-8	3&-1	-4&3	-1&-2	2&4
Cc1cc(Cl)nc(Cl)c1C(=O)N1CCOCC1	-5	0	-3	0	2	-2	10	-8	6
CCOC(=O)c1ccccc1NC(=O)CN(c1ccccc1C)S(C)(=O)=O	0	3	3	8	6	2	3	0	5
C=C(C)CSc1nnc(-c2ccc(OC)cc2)n1N	-6	4	-3	6	4	-1	2	3	3
NNC(=O)Cn1nc2n(c1=O)-c1ccccc1SC2	10	-8	0	-2	22	1	1	-2	-3
CCN(CC)c1ccc(NC(=O)CCS(=O)(=O)c2ccc(Br)cc2)c(C)c1	8	3	-1	5	2	-2	0	2	2
CCCNC(=O)/C(=C/c1cn(S(=O)(=O)N(C)C)c2ccccc12)NC(=O)c1ccc(OC)cc1	-5	7	-1	7	-7	-3	2	-5	-1
CC(Nc1cccc(C(=O)NC2CC2)c1)c1nnc(-c2ccccc2)o1 (stereo not drawn)	/	4	/	/	1	/	/	-3	2
c1ccc2c(N3CCOCC3)nc(N3CCOCC3)nc2c1	-2	-1	3	-3	9	1	2	6	3
Cc1ccc(NC(=O)CCn2cccc2)cc1Cl	-1	4	2	5	-4	1	9	0	4
N#Cc1ccc(C(=O)CSc2n[nH]c(=O)n2Cc2ccco2)cc1	6	4	4	-1	-3	4	3	-1	6
Nc1ccc(CNC(=O)OCC2c3ccccc3-c3ccccc32)cc1	-3	8	-1	5	6	0	-4	0	0
